Compound activity from PubChem BioAssay.
ATXN2 expr inh = ATXN2 expression inhibition; HEK-293 ATXN2-luciferase reporter, luminescence, 24 h; 0.72% of 360,000 active; AID 1745845; Potency, µM (highest dose often 57 µM), without a hit: at the top dose activity change, negative = inhibition, most hits filed as inhibitors; further: potency means the concentration at half of the fitted maximal effect; on the % scale 0 is the no-effect control and ±100 the full control effect; nearly all actives have a fitted effect of over 55% in size
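qHTS (up to 57 uM final) was run with 24 h compound exposure of reporter cells at 37 °C. Each well was multiplexed: SteadyGlo luminescence measured ATXN2-luciferase expression after a fluorogenic Gly-Phe-AFC viability readout (25 uM final).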
HepG2 tox = HepG2 cytotoxicity, counter-screen for TGF-b inhibitors | 0.76% of 410,000 active | HepG2 CAGA-GFP viability, ATP luminescence, 18 h | Potency, µM (highest dose often 46.1 µM), inactives show at the highest dose activity change, negative = cytotoxicity, usual class: cytotoxic; further: potency means the concentration at half of the fitted maximal effect; some results filed as inactive show a strong effect at the top dose
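HepG2 CAGA-GFP cells (1000/well, DMEM with 1% FBS) received compound, then TGF-beta at 500 pg/mL final, and were incubated 18 hours at 37 degrees C. Viability was read by CellTiter-Glo luminescence. Media-only wells were set as complete cell-killing and DMSO as no toxicity.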
HT1080-NT tox = kills 2HG-producing HT-1080-NT fibrosarcoma cells. Potency, µM (highest dose often 46.1 µM), for the others: top-dose activity, negative = less viability, most hits filed as cytotoxic. AID 686970. 1.6% of 360,000 active. HT-1080-NT fibrosarcoma viability, CellTiter-Glo ATP luminescence, 48 h;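 further: NT is the 2HG producing partner of a matched IDH1 knockdown line; potency means the concentration at half of the fitted maximal effect; 0% = DMSO-treated cells and -100% = media-only wells without cells; nearly all actives have a fitted effect of over 55% in size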
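Read-out is CellTiter-Glo luminescence after 10 minutes at room temperature, following 48 hours' compound treatment of HT-1080-NT cells (750 cells/well, RPMI, 5% FBS, 37 degrees C).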
IL1B secr inh = blocks inflammasome-driven IL-1 beta release | THP-1 LPS/ATP IL-1B secretion, AlphaLISA, 16 h; stronger effect = lower value | activity change, % at 57.5 µM | 4.7% of 360,000 active; in the data active means activity change below about -50%; inconclusive means mostly about -30% to -49%; further: on the % scale 0 is the no-effect control and ±100 the full control effect
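Secreted IL-1B measured by AlphaLISA bead assay after 16 h compound exposure of THP-1 cells; compounds (final up to 57.5 uM) added 1 h before LPS (250 ng/mL) and ATP (1.25 mM) stimulation; lower signal means less secretion.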
HT1080 IDH1KD tx = HT-1080 IDH1 knockdown cell toxicity (counter line); HT-1080 IDH1 knockdown viability, ATP luminescence, 48 h; Potency, µM (highest dose often 46.1 µM), for the others: top-dose activity, negative = toxicity, most hits filed as cytotoxic; 2% of 360,000 active; AID 686971;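 further: potency means the concentration at half of the fitted maximal effect; 0% = DMSO wells and -100% = cell-free medium wells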
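After a 2 h attachment period, IDH1KD HT-1080 cells took pin-transferred compound for 48 h at 37 °C; ATP-based luminescence after 10 min room-temperature reagent incubation reported viability.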
SW480 rerep = inducers of DNA re-replication in SW480 colon cancer cells. 1.8% of 340,000 active. Potency, µM (doses to about 46.1 µM), inactives show at the highest dose re-replication activation, most hits filed as activators. SW480 DNA re-replication, Hoechst DNA content imaging, 48 h; further: potency means the concentration at half of the fitted maximal effect; % of control where 0% means no effect; nearly all actives have a fitted effect of over 55% in size
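Image-based read-out: total Hoechst fluorescence of nuclei (405 nm excitation, 500-530 nm emission), with hits raising the fraction of high-intensity nuclei. SW480 colon cells incubated 48 hr with compounds at 37 C.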
KB-3-1 cytotox = kills parental KB-3-1 adenocarcinoma cells | AID 1347075 | 1.4% of 400,000 active | Potency, µM (highest dose often 46.1 µM), inactives show at the top dose activity change, negative = cytotoxic, usual class: cytotoxic | KB-3-1 viability, CellTiter-Glo ATP luminescence, 72 h; further: potency means the concentration at half of the fitted maximal effect; on the % scale 0 is the no-effect control and ±100 the full control effect; nearly all actives have a fitted effect of over 60% in size
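Using CellTiter-Glo luminescence, growth of non-resistant KB-3-1 adenocarcinoma cells is assessed 72 h after pin-tool compound addition at 37 °C. Normalized responses across the concentration series yield fitted curves.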
ATXN viability = viability counter-screen for ATXN expression inhibitors. S2 cells (HEK-293 line with an ATXN2-luciferase reporter) viability, CellTiter-Fluor protease fluorescence, 24 h. Potency, µM (top dose mostly 56.7 µM), most hits filed as cytotoxic. 0.49% of 400,000 active. AID 651635; further: potency means the concentration at half of the fitted maximal effect; nearly all actives have a fitted effect of over 40% in size
MCF10A rerep = inducers of DNA re-replication in MCF 10A breast cells | 2.9% of 350,000 active | Potency, µM (titrated, usually from 46.1 µM), without a hit: top-dose activity, positive = re-replication, usual class: activators | MCF 10A DNA re-replication, Hoechst nuclear intensity, 48 h; further: potency means the concentration at half of the fitted maximal effect; % of control where 0% means no effect; nearly all actives have a fitted effect of over 50% in size
Numbers without * were called inactive; i = inactive; ? = inconclusive; · = no result given; [ ] = another dose, or the depositor's remark. Unless noted, the call rests on the fitted dose curve; in most records, active means well fitted curve in the direction sought with a large enough effect; inconclusive means small, poorly fitted or top-dose-only effect, or another doubt; inactive means no such curve, though single readings can be large; an effect the other way counts as inactive or inconclusive.

Below each compound: HT1080 IDH1KD tx, HepG2 tox, ATXN2 expr inh, SW480 rerep, MCF10A rerep, KB-3-1 cytotox, IL1B secr inh, ATXN viability, HT1080-NT tox
Cc1cccc2cc3c(NC(=O)C(C)(C)C)nn(CC(C)C)c3nc12
    -12%, 11%, -2%, 21µM*, ?, -8%, 68, ·, -24%
CCCCN(C)CCNC(=O)c1cc2c(=O)[nH]c3ccccc3c2n1C
    -10%, -25%, -2%, -12%, 4%, 1%, -16, i, -15%
O=C(c1ccccc1O)N1N=C(c2ccccc2)CC1(O)C(F)(F)F (configuration not stated)
    -20%, -62%, -4%, ?, 21µM*, -25%, 0, i, -20%
O=C(Nc1cc(Cl)ccc1Cl)c1ccc(-c2ccccc2)cc1
    -24%, -11%, -22%, 5%, 7%, -3%, 2, i, -14%
Cc1cc(C(=O)COC(=O)c2cccc(O)c2)c(C)n1C1CC1
    -27%, -1%, ?, -6%, 11%, 0%, -6, i, -10%
Cc1cc(OCC(O)CN2CCCC2)cc(C)c1Cl (configuration not stated)
    -21%, -31%, -25%, -24%, 12%, -4%, -13, i, -16%
CCCCC(CC(O)COCC(C)C)C(=O)NNC(=S)Nc1ccccc1 (configuration not stated)
    8%, 3%, 15%, -9%, -9%, -20%, 9, i, 6%
CCCN(CC(=O)Nc1ccccc1C)C(=O)c1ccc(OCc2c(C)noc2C)cc1
    0%, -2%, 9%, 1%, 0%, -2%, -4, i, 6%
COc1ccc(CNC2CCCCC2)cc1
    -2%, 3%, 1%, -14%, 28%, 9%, -4, i, 0%
COc1cc(OC)c(C(=O)OCC(=O)NCCC2=CCCCC2)cc1OC
    7%, -29%, 4%, 1%, -2%, 2%, 3, i, 0%
COC(=O)Cn1nc(C)c2ccccc2c1=O
    13%, -2%, -1%, -4%, 9%, -2%, 0, i, 19%
CCCCn1c(=O)c(CCC(=O)OCC(=O)NC(=O)NCCOC)nc2ccccc21
    1%, -3%, 4%, -5%, -2%, -10%, -2, i, -6%
CCn1c(CCNC(=O)c2ccc(OC)c(OC)c2)nc2ccccc21
    3%, -8%, -11%, 1%, 0%, 20%, -2, i, 9%
Cc1nnc(NS(=O)(=O)c2ccc(Br)cc2)s1
    4%, -4%, 3%, 2%, -1%, 9%, -3, i, -1%
CCSc1cc(C)nc2c(-c3ccccc3)cnn12
    -21%, -20%, ·, 27%, 16%, ?, 24, i, -1%
Cc1ccccc1OCC(=O)NS(=O)(=O)c1ccc(Cl)cc1
    -1%, 4%, 1%, -9%, ?, ·, 4, i, -8%
COc1ccc(N2CCN(C(=O)CSc3nnc(C)c(=O)[nH]3)CC2)cc1
    -9%[9.24 µM], 6%, 2%, -3%, 12%, -11%, -3, i, -3%
O=C(c1nc2ccccn2c1CN1CCCC(c2nc3ccccc3o2)C1)N1CCCC1 (configuration not stated)
    9%, 6%, ·, -55%[inhibitor], -2%, 1%, 9, ?, 5%
COC(=O)C1=C(C(=O)OC)[C@@H]2N(Cc3ccccc3)c3ccccc3[C@@]23C[C@@H](C(=O)OC)N(C(=O)COCc2ccccc2)C3=N1
    -6%, -64%, 0%, ?, ?, ?, 59, ?, -29%
CCN1CCN(C(=S)Nc2cc(S(=O)(=O)N(CC)CC)ccc2C)CC1
    -2%, -12%, ·, -2%, 1%, -16%, 23, ?, 10%
COC(=O)Nc1ccccc1C(=O)N1CCC(O)(c2ccc(Cl)cc2)CC1
    3%, -34%, -23%, -139%[inhibitor], -5%, -6%, 2, i, 1%
COc1ccc(NC(=O)c2oc3ccccc3c2NC(=O)C2CCCO2)cc1OC (configuration not stated)
    -18%, 8%, 32%, ?, 22%, ?, 0, i, -1%
CSCc1ccc(C(=O)NC(C)c2ccc(-n3ccnc3)cc2)cc1 (configuration not stated)
    1%, -9%, 1%, -11%, 13%, 0%, 3, i, 5%
Nc1c(-c2ccccc2)cnn1-c1cccc([N+](=O)[O-])c1
    19%, -13%, 35%[activator], -13%, 6%, 1%, ?, i, 26%
CCCCCn1cnc2c(sc3nc4c(cc32)CSC(C)(C)C4)c1=O
    -2%, -13%, 80%[activator], -75%[inhibitor], -51%[inhibitor], -18%, 9, i, -9%
CCCS(=O)(=O)N1CCC(C(=O)NCCCOC(C)C)CC1
    11%, 12%, 4%, 1%, 10%, 3%, 13, i, 12%
O=C(Nc1ccccn1)c1ccco1
    6%, 15%, 21%, 1%, 1%, -3%, 8, i, 10%
O=c1sc(N2CCN(c3ccc(F)cc3)CC2)nc2ccsc12
    10%, 26%, 48%[activator], -13%, -1%, 19%, 25, i, ?
Cc1ccc(Nc2nc(N)c([N+](=O)[O-])c(N3CCOCC3)n2)cc1
    8%, -3%, -6%, -17%, ?, 1%, -7, i, 9%
O=C(Nc1ccc(F)c(F)c1)C1CCCN(S(=O)(=O)c2cnc[nH]2)C1 (configuration not stated)
    5%, 23%, -15%, 1%, 20%, 1%, 10, i, 30%

3 entries picked at random from the list so far, as already listed:
Below each compound: HT1080 IDH1KD tx, HepG2 tox, ATXN2 expr inh, SW480 rerep, MCF10A rerep, KB-3-1 cytotox, IL1B secr inh, ATXN viability, HT1080-NT tox
COC(=O)Nc1ccccc1C(=O)N1CCC(O)(c2ccc(Cl)cc2)CC1
    3%, -34%, -23%, -139%[inhibitor], -5%, -6%, 2, i, 1%
CCCS(=O)(=O)N1CCC(C(=O)NCCCOC(C)C)CC1
    11%, 12%, 4%, 1%, 10%, 3%, 13, i, 12%
CSCc1ccc(C(=O)NC(C)c2ccc(-n3ccnc3)cc2)cc1 (configuration not stated)
    1%, -9%, 1%, -11%, 13%, 0%, 3, i, 5%

New compounds follow:
Below each compound: HT1080 IDH1KD tx, HepG2 tox, ATXN2 expr inh, SW480 rerep, MCF10A rerep, KB-3-1 cytotox, IL1B secr inh, ATXN viability, HT1080-NT tox
CC1CN(c2ccc([N+](=O)[O-])c(NCCOc3ccccc3)c2)CCN1 (configuration not stated)
    16µM*, -49%, 0%, 16%, 22%, -8%, -62*, ?, 15µM*
COCCN(C(=O)COC(=O)c1ccc(Br)o1)c1c(N)n(Cc2ccccc2)c(=O)[nH]c1=O
    -12%, 3%, ·, ·, ·, 0%, -3, i, -1%
CC(=O)C(C(C)=O)C(c1ccccc1)c1nc2ccccc2[nH]c1=O (configuration not stated)
    -1%, 14%, 5%, -23%, -1%, 20%, 51, i, 2%
O=C(N/N=C/c1ccc([N+](=O)[O-])cc1)c1ccccc1OCc1ccccc1
    -10%, -16%, -15%, -5%, 4%, 0%, 21, i, -13%
CC[C@H]1C(Nc2ccccc2)C[C@@H]2CCN3C(=O)CC[C@H]1[C@H]23 (some centres not stated)
    6%, -1%, -2%, ?, -28%, 0%, 21, i, -5%
O=C(COc1ccccc1Cl)NCCNC(=O)c1cnccn1
    13%, -10%, 3%, 1%, 8%, 12%, 0, i, 15%
C#Cc1ccccc1OCCCN1CCC(C(O)(c2ccccc2)c2ccccc2)CC1
    16µM*, ·, 32µM*, ·, ·, ?, 0, 40µM*, 16µM*
O=C(Nc1ccccc1)c1ccccc1NC(=O)c1ccccc1[N+](=O)[O-]
    0%, -30%, -26%, -6%, 1%, -1%, -7, i, -3%
C=CCn1c(-c2ccc(Cl)cc2)ccc(C#N)c1=O
    8%, -36%, 18%, -1%, 3%, -18%, -15, i, 9%
O=C(NCCS(=O)(=O)N1CCN(c2ccccc2)CC1)c1cc(=O)c2ccccc2o1
    -1%, 8%, ·, ·, ·, -13%, -2, i, 1%
COc1ccc(Cc2c(-c3ccccc3)nc3ccc(Cl)cn23)c(C)c1
    2%, -13%, 7%, ·, ·, 0%, 41, ?, -3%
CCOc1cc(S(=O)(=O)Nc2ccc(Cl)cn2)ccc1Cl
    3%, -1%, 2%, -16%, ?, 8%, 21, i, -1%
CC1CN(Cc2nc3c(c(=O)[nH]c(=O)n3C)n2CC(N)=O)CC(C)O1 (configuration not stated)
    7%, -5%, 5%, -21%, -1%, 10%, 17, i, -2%
CN(CCOc1ccc(Cl)cc1)C(=O)Cc1ccc(S(=O)(=O)N2CCOCC2)s1
    0%, -11%, -32%, -7%, -8%, -19%, 0, i, -2%
O=C(NCC1OCCc2ccccc21)c1ccc(NC(=O)c2ccccc2Cl)cc1 (configuration not stated)
    -3%, 15%, -16%, -3%, 25%, -2%, -73*, i, -26%
S=C(c1cccs1)N1CCCC1
    14%, 6%, 4%, -7%, 6%, 7%, 5, i, -1%
COc1ccc(N2CCN(C(=O)CCc3nnc4ccc(N5CCC(C)CC5)nn34)CC2)cc1
    -1%, -42%, ·, -13%, -3%, -2%, -12, i, -1%
Cc1ccc(NC(=O)CN2CCC(NC(=O)Cc3ccccc3)CC2)cc1C
    0%, -2%, 15%, 20%, -11%, 1%, ?, i, -9%
CCCCCN(C(=O)COC(=O)COc1c(C)cc(C)cc1C)c1c(N)n(CCCC)c(=O)[nH]c1=O
    -2%, -61%, -26%, -75%[inhibitor], -23%, 7%, -26, i, 1%
COc1ccccc1-n1ccnc(SCC(=O)NCc2ccccc2Cl)c1=O
    -8%, -1%, 12%, 2%, 5%, -4%, -30, i, -5%
CC(C)(C)c1cc(NC(=O)c2cccc(S(=O)(=O)N3CCOCC3)c2)no1
    -1%, 5%, 2%, -2%, 2%, -8%, 14, i, 0%
O=C(CNC(=O)c1ccc(-c2ccccc2)cc1)OCc1ccc(Br)cc1
    3%, -16%, 8%, -13%, 0%, 1%, 0, i, 13%
Cc1nc2ccccc2c2c(N)cccc12
    11%, 4%, 0%, -5%, -4%, 6%, 3, ?, 8%
COc1ccc(CCCC(=O)N/N=C/c2ccccc2OC)cc1
    11%, -24%, -4%, -3%, -10%, 23%, 0, i, 0%
COc1ccc(-c2nn(-c3ccccc3)cc2/C=N/O)cc1OC
    -1%, -43%, ·, ?, 16µM*, -13%, -11, i, -10%
O=C(NCc1ccccn1)c1ccc(Cl)c(S(=O)(=O)N2CCOCC2)c1
    -2%, -4%, -1%, -3%, -5%, 21%, -1, i, -3%
CCOC(COC(=O)c1ccccc1C(=O)O)c1ccccc1 (configuration not stated)
    4%, 2%, ·, ·, ·, 8%, 15, i, 12%
